AGP1-GFP MLPCN – modulators of TOR pathway AGP1-GFP in S. cerevisiae; S. cerevisiae AGP1-GFP multiplex flow cytometry, 3 h; GFP as percent of DMSO wells; GFP response vs DMSO, % at 10 µM; 320,000 tested, 0.02% active; AID 2066;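 active = GFP response relative to DMSO above a set limit, near screen average plus 3 SD, cut at about 150% in these data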;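 note: median GFP channel fluorescence of the gated AGP1 strain per well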
LAP4 TOR yeast – yeast TOR pathway LAP4-GFP modulation; S. cerevisiae LAP4-GFP multiplex, flow cytometry GFP, 3 h; median GFP as percent of DMSO wells; 320,000 tested, 0.34% active; GFP response vs DMSO, % at 10 µM;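 active = GFP response vs DMSO above a set limit, about the screen mean plus 3 SD, cut at about 150% in these data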
RPL19A TOR yeast – yeast TOR pathway RPL19A-GFP modulation. percent response vs DMSO, % at 10 µM. AID 2025. S. cerevisiae RPL19A-GFP strain, flow cytometry, 3 h; hits give low values. 330,000 tested, 0.3% active;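 active = percent response vs DMSO below 50%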;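 note: median channel GFP fluorescence of the barcoded RPL19A-GFP strain; ratio of sample median GFP to plate DMSO average so 100% = DMSO; lower means less RPL19A-GFP as with rapamycin TOR inhibition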
Efflux pump inh – inhibitors of Candida antifungal efflux pumps expressed in yeast; S. cerevisiae Candida pump triplex, Nile Red efflux; 330,000 tested, 0.44% active; inhibition, % at 10 µM;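 active = plate passing quality check with inhibition over a set limit, or well fluorescence over plate mean plus 4 SD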;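 note: Nile Red retained in pooled yeast measured as flow cytometry median fluorescence; 0% = buffer negative control and 100% = Enniatin B positive control; higher means more Nile Red kept so more efflux inhibition; some compounds called inactive have numbers as strong as hits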
CR mimetic SO – lowers age-related superoxide in aged yeast cells; S. cerevisiae aged cells, superoxide DHE fluorescence; hits give low values; 330,000 tested, 0.18% active; superoxide response (% of plate mean), % at 10 µM; AID 2690;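 active = superoxide response under a set limit, about three screen SD below normal, cut at about 65% in these data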;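 note: yeast aged for seven days with compound at 30 °C before DHE staining; 100% = average MFI of all compound-treated wells on the plate with controls excluded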
AHR activator – activators of human aryl hydrocarbon receptor; AHR-responsive luciferase reporter cells, luminescence; activation, % at 5 µM; 320,000 tested, 2.5% active; in the data active = activation above about 47%;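 note: 0% = vehicle wells and 100% = reference agonist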
Target sequence (P35869 whole entry, looked up): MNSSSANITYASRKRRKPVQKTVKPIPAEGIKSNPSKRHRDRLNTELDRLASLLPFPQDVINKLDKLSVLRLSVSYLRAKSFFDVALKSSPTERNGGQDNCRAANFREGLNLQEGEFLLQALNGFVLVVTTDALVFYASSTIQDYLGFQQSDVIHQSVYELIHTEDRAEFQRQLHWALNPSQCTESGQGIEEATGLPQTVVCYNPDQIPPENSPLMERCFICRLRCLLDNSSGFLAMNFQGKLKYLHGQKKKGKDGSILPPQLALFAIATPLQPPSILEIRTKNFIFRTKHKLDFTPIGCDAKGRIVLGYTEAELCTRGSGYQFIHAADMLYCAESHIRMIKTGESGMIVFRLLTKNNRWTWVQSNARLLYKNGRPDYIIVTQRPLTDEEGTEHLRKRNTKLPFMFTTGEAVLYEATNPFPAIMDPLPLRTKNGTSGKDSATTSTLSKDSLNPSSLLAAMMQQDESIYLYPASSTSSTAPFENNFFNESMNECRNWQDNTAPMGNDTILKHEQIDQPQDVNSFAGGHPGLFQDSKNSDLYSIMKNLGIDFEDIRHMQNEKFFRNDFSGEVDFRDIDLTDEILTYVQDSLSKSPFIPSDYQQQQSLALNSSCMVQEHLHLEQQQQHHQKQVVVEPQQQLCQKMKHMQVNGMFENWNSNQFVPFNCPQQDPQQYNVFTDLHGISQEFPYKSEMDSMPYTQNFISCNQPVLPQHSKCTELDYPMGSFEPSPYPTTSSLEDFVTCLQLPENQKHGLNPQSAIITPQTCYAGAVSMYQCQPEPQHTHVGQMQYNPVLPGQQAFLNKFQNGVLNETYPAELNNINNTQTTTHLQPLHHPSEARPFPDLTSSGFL
MEP2-GFP yeast – alters MEP2-GFP fluorescence in TOR pathway yeast screen. S. cerevisiae MEP2-GFP strain, flow cytometry GFP, 3 h; 100% = DMSO control level. GFP response vs DMSO, % at 10 µM. 330,000 tested, 0.51% active. AID 2016;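 active = GFP response versus DMSO above a set limit, roughly screen mean plus 3 SD, cut at about 180% in these data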;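 note: median GFP fluorescence of the barcode-gated MEP2-GFP cells per well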
CIT2 TOR yeast – yeast TOR pathway CIT2-GFP modulation | AID 2029 | GFP response vs DMSO, % at 10 µM | S. cerevisiae CIT2-GFP strain, flow cytometry, 3 h; 100 means same as DMSO wells | 320,000 tested, 0.065% active;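 active = GFP response relative to DMSO above a set limit, near the screen mean plus 3 SD, cut at about 150% in these data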;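 note: ratio of well median GFP fluorescence to mean of DMSO wells on the plate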
Active calls of the source: *; nt = not tested or not shown. Outcome played no part in choosing rows. Share with any hit: about 3.9%.

SMILES | AGP1-GFP MLPCN | LAP4 TOR yeast | RPL19A TOR yeast | Efflux pump inh | CR mimetic SO | AHR activator | MEP2-GFP yeast | CIT2 TOR yeast
CC1CN(Cc2nnc(-c3ccccc3)o2)CC(C)O1 (stereo not drawn) | 102 | 99 | 97 | 0.1 | 106 | 0 | 96 | 103
O=C(Cn1nc(Cc2cccnc2)c2ccccc2c1=O)NCC1CCCO1 (stereo not drawn) | 96 | 96 | 96 | 0.2 | 96 | 3 | 95 | 90
O=C(Nc1ccc(N2CCOCC2)nc1)c1cccs1 | 98 | 99 | 108 | -0.1 | 107 | 1 | 97 | 104
CCCCNC(=S)N(C)/N=C/c1c(F)c(F)c(F)c(F)c1F | 111 | 96 | 107 | -0.1 | 91 | -1 | 106 | 111
O=C(CCn1c(=O)oc2ccccc21)NCCCN1CCN(c2ccc(F)cc2)CC1 | 109 | 79 | 97 | -0.1 | 98 | -1 | 102 | 89
O=C(NCc1ccncc1)c1nnc(Cc2c(F)cccc2Cl)o1 | 105 | 100 | 102 | 0.0 | 101 | 8 | 101 | 114
O=C(CCN1C(=O)/C(=C/c2ccccc2F)SC1=S)Nc1cccnc1 | 89 | 71 | 97 | 0.0 | 94 | 1 | 86 | 97
CCOC(=O)c1[nH]c2ccc(OC)cc2c1NC(=O)/C=C/c1ccc2c(c1)OCO2 | 104 | 103 | 105 | 0.1 | 116 | 4 | 130 | 113
Cc1ccccc1S(=O)(=O)Cc1ccc(C(=O)N2CC(C)CC(C)C2)o1 (stereo not drawn) | 113 | 105 | 108 | -0.1 | 96 | 0 | 128 | 105
CCCn1c(=O)c(C(=O)NNS(=O)(=O)c2ccc(NC(=O)OC)cc2)c(O)c2ccccc21 | 102 | 98 | 101 | -0.1 | 110 | -2 | 103 | 98
CN(Cc1ccccc1)C(=O)C1CCN(S(=O)(=O)c2ccc3nc4c(c(C(=O)O)c3c2)CCCC4)CC1 | 93 | 86 | 99 | -0.1 | 119 | 4 | 103 | 95
N#Cc1ccccc1Sc1ccccc1N | 93 | 97 | nt | -0.7 | 121 | 1 | 93 | 95
Fc1ccc(-n2c(-c3ccc4ccccc4n3)n[nH]c2=S)cc1 | 101 | 97 | 99 | -0.1 | 112 | 7 | 107 | 103
COc1ccc(OC)c(C2=Nn3c(nnc3-c3cc(C)[nH]n3)SC2)c1 | 108 | 110 | 95 | 0.0 | 101 | 37 | 99 | 101
O=C(O)c1ccc(NC(=S)NC(=O)c2cccc(COc3ccccc3)c2)cc1 | 95 | 127 | 104 | 0.0 | 121 | 3 | 103 | 87
Nc1nnnn1/N=C/c1ccc(N2CCCCC2)c([N+](=O)[O-])c1 | 94 | 94 | 101 | 0.1 | 105 | -3 | 101 | 99
Cc1cccc(C)c1-n1cccc1/C=C1\SC(=S)N(c2cccc(C(=O)O)c2)C1=O | 103 | 111 | 99 | 0.0 | 102 | -3 | 101 | 104
CCCCn1c(N)c(N(CC(C)C)C(=O)c2cccc(OCc3ccccc3)c2)c(=O)[nH]c1=O | 93 | 93 | 90 | 0.4 | 98 | 2 | 88 | 76
CCc1ccc(C2=NNC(=Nc3c(C)n(C)n(-c4ccccc4)c3=O)SC2)cc1 | 133 | 109 | 112 | 0.0 | 99 | -1 | 112 | 99
COCc1nnc(NC(=O)c2ccc(OC)cc2OC)s1 | 97 | 98 | 99 | 0.0 | 92 | -1 | 101 | 100
O=C(Oc1nsnc1N1CCOCC1)N(c1ccccc1)c1ccccc1 | 104 | 98 | 98 | -0.1 | 100 | -2 | 103 | 104
COc1cccc(C(=O)/C(C#N)=N/Nc2cccc(-c3ccnc(C)n3)c2)c1 | 108 | 103 | 99 | -0.1 | 106 | 44 | 104 | 97
CCN(CC)c1ccc(C=Nc2ccccc2C)c(O)c1 | 101 | 104 | 112 | 0.1 | 112 | 16 | 105 | 97
Cn1c(N)c(C(=O)CNC2CCCCC2)c(=O)n(C)c1=O | 73 | 97 | 89 | 0.2 | 98 | 1 | 80 | 72
Cc1ccccc1OC(=O)c1cccc(S(=O)(=O)N2CCN(C)CC2)c1 | 90 | 87 | 88 | -0.1 | 84 | 1 | 95 | 81

Sorted by count of non-hydrogen atoms (rising): some entries from above
SMILES | AGP1-GFP MLPCN | LAP4 TOR yeast | RPL19A TOR yeast | Efflux pump inh | CR mimetic SO | AHR activator | MEP2-GFP yeast | CIT2 TOR yeast
CC1CN(Cc2nnc(-c3ccccc3)o2)CC(C)O1 (stereo not drawn) | 102 | 99 | 97 | 0.1 | 106 | 0 | 96 | 103
Cn1c(N)c(C(=O)CNC2CCCCC2)c(=O)n(C)c1=O | 73 | 97 | 89 | 0.2 | 98 | 1 | 80 | 72
CCCCNC(=S)N(C)/N=C/c1c(F)c(F)c(F)c(F)c1F | 111 | 96 | 107 | -0.1 | 91 | -1 | 106 | 111
Nc1nnnn1/N=C/c1ccc(N2CCCCC2)c([N+](=O)[O-])c1 | 94 | 94 | 101 | 0.1 | 105 | -3 | 101 | 99
O=C(CCN1C(=O)/C(=C/c2ccccc2F)SC1=S)Nc1cccnc1 | 89 | 71 | 97 | 0.0 | 94 | 1 | 86 | 97
O=C(Oc1nsnc1N1CCOCC1)N(c1ccccc1)c1ccccc1 | 104 | 98 | 98 | -0.1 | 100 | -2 | 103 | 104
COc1cccc(C(=O)/C(C#N)=N/Nc2cccc(-c3ccnc(C)n3)c2)c1 | 108 | 103 | 99 | -0.1 | 106 | 44 | 104 | 97
CCc1ccc(C2=NNC(=Nc3c(C)n(C)n(-c4ccccc4)c3=O)SC2)cc1 | 133 | 109 | 112 | 0.0 | 99 | -1 | 112 | 99
Cc1cccc(C)c1-n1cccc1/C=C1\SC(=S)N(c2cccc(C(=O)O)c2)C1=O | 103 | 111 | 99 | 0.0 | 102 | -3 | 101 | 104
O=C(CCn1c(=O)oc2ccccc21)NCCCN1CCN(c2ccc(F)cc2)CC1 | 109 | 79 | 97 | -0.1 | 98 | -1 | 102 | 89
CCCn1c(=O)c(C(=O)NNS(=O)(=O)c2ccc(NC(=O)OC)cc2)c(O)c2ccccc21 | 102 | 98 | 101 | -0.1 | 110 | -2 | 103 | 98
CCCCn1c(N)c(N(CC(C)C)C(=O)c2cccc(OCc3ccccc3)c2)c(=O)[nH]c1=O | 93 | 93 | 90 | 0.4 | 98 | 2 | 88 | 76

(cont.)
SMILES | AGP1-GFP MLPCN | LAP4 TOR yeast | RPL19A TOR yeast | Efflux pump inh | CR mimetic SO | AHR activator | MEP2-GFP yeast | CIT2 TOR yeast
COc1cccc(-c2ccc3ncnc(NCc4cccs4)c3c2)c1 | 103 | 105 | 99 | 0.0 | 100 | 22 | 95 | 107
Cc1ccc(N2C(=O)c3n[nH]c(C)c3C2c2ccccn2)cc1 (stereo not drawn) | 104 | 104 | 101 | 0.2 | 108 | 0 | 104 | 99
CCN1C(=O)C(=O)N(CC(=O)N2CCN(c3ccccc3)CC2)C1=O | 118 | 113 | 103 | 0.0 | 105 | 6 | 107 | 105
CCCCCCN=C(C)c1ccccc1O | 101 | 108 | 98 | 0.0 | 95 | 0 | 103 | 99
Cc1nc2c(sc3nc4c(cc32)COC(C)(C)C4)c(=O)o1 | nt | 98 | 92 | -0.1 | 155 | -1 | 102 | 92
CCC(Sc1nncn1C)C(=O)Nc1ccccc1OC (stereo not drawn) | 104 | 103 | 98 | 0.5* | 101 | 12 | 98 | 94
CCOc1ccccc1NC(=S)Nc1ccccc1F | 101 | 100 | 97 | -0.1 | 146 | 2 | 102 | 100
O=C(CN1CCCC1)NC12CC3CC(CC(C3)C1)C2 | 98 | 93 | 103 | 0.3 | 93 | 1 | 101 | 100
Cc1oc(-c2cccc(C(F)(F)F)c2)nc1CN1CCN(c2ccccn2)CC1 | 100 | 98 | 91 | 0.1 | 90 | -2 | 99 | 96
COc1ccc(S(=O)(=O)N2CCOCC2)cc1NC(=O)CSc1nnc2ccccn12 | 101 | 102 | 95 | 0.0 | 101 | -2 | 105 | 101
NNC(=O)CN1C(=O)Nc2ccc(Br)cc2C1c1ccccc1 (stereo not drawn) | 96 | 93 | 102 | 0.2 | 94 | 2 | 97 | 98
CC(C)(C)c1ccc(C(=O)C2CCCN(C(=O)C3CCOCC3)C2)cc1 (stereo not drawn) | 100 | 102 | 94 | 0.1 | 100 | 2 | 103 | nt
COc1ccc(C(=O)n2cnc(N)n2)cc1 | 98 | 98 | 100 | 0.1 | 96 | 2 | 102 | 91
CC(NCc1nc2ccccc2n1C)C12CC3CC(CC(C3)C1)C2 (stereo not drawn) | 100 | 101 | 95 | -0.1 | 113 | 5 | 104 | 101
CCc1ccc(NC(=O)N(C2CCC(C)CC2)C2CCN(C(C)=O)CC2)cc1 (stereo not drawn) | 98 | 100 | 98 | 0.1 | 122 | 4 | 103 | 96
COCc1cc(C)nc(Nc2ccc(C)c(C)c2)c1C#N | 70 | 99 | 109 | 0.0 | 116 | 20 | 94 | 66
O=C(Nc1cc2c(cc1Br)OCCCO2)c1ccccc1 | 90 | 98 | 101 | -0.2 | 104 | -1 | 101 | 100
CCCCN(C(=O)c1cccc(S(=O)(=O)N(C)c2ccc(C)cc2)c1)c1c(N)n(CCCC)c(=O)[nH]c1=O | 97 | 102 | 98 | -0.2 | 104 | -2 | 106 | 107
COC(=O)C1=C(C)NC2=C(C1c1ccc(O)cc1)S(=O)(=O)c1ccccc12 (stereo not drawn) | 94 | 100 | 96 | -0.3 | 93 | 6 | 106 | 100
C=CCN(c1ccccc1)S(=O)(=O)c1cccc(C(=O)Nc2cccc(C)n2)c1 | 97 | 104 | 93 | 0.2 | 103 | 14 | 96 | 85
O=C(Nc1ccccc1)c1ccc(=O)n(Cc2ccc(F)c(F)c2)c1 | 99 | 96 | 100 | 0.4 | 106 | 4 | 101 | nt
O=C(CN1CCOCC1)NCCc1ccccc1 | 103 | 95 | 103 | 0.0 | 100 | 2 | 106 | 104
COc1ccc(NC(=O)CN2C(=O)C(C)Oc3ccc(C)cc32)cc1 (stereo not drawn) | 99 | 90 | 100 | 0.0 | 95 | 0 | 103 | 108
NC(=O)c1ccccc1NC(=O)CCCCCn1nnc2ccccc2c1=O | 99 | 97 | 96 | -0.3 | 91 | 8 | 92 | 100
Cc1nc(NC(=O)CSc2nnnn2Cc2ccccc2)sc1C | 104 | 99 | 103 | 0.1 | 110 | 65* | 105 | 93
SMILES | AGP1-GFP MLPCN | LAP4 TOR yeast | RPL19A TOR yeast | Efflux pump inh | CR mimetic SO | AHR activator | MEP2-GFP yeast | CIT2 TOR yeast
CN1/C(=C\C(=O)c2ccco2)c2ccccc2CC1(C)C | 104 | 100 | 105 | 0.1 | 106 | 1 | 106 | 94
Fc1ccc(-c2nc3ccccc3[nH]2)cc1 | 103 | 96 | 102 | -0.1 | 108 | 18 | 105 | 97
Cc1ccc(S(=O)(=O)Nc2ccsc2C#N)cc1 | 98 | 80 | 104 | -0.2 | 117 | 5 | 98 | 107
O=C(Nc1cc(C(F)(F)F)ccc1Cl)c1cccnc1 | 98 | 103 | 101 | 0.1 | 106 | -1 | 107 | 101
Cc1ccc(N2CCCC2=O)cc1S(=O)(=O)N1CCOCC1 | 97 | 88 | 110 | -0.1 | 98 | 0 | 115 | nt
CC(=O)N/C(=C\c1ccc(C)o1)C(=O)NCc1ccccc1 | 102 | 94 | 104 | 0.0 | 91 | 3 | 103 | 107
CC1CCCCN1C(=O)c1ccc(NC(=O)c2ccccc2Cl)cc1 (stereo not drawn) | 101 | 99 | 101 | 0.0 | 115 | 0 | 101 | 99
CC1=Nc2ncnn2C(c2ccccc2)/C1=N\O (stereo not drawn) | 86 | 76 | 114 | 0.1 | 94 | 1 | 99 | 82
COc1ccc(C(=O)Nc2nc3ccccc3s2)c(OC)c1 | 103 | 110 | 101 | 0.0 | 86 | 17 | 101 | 96
CN1N=C2c3ccccc3CCC2C1c1ccc(F)cc1 (stereo not drawn) | 109 | 118 | 101 | 0.1 | 99 | 76* | 111 | 102

Source: PubChem
